PGE2 EP2 inh: human EP2 receptor antagonists, primary screen, TR-FRET cAMP, C6 glioma cells | Prostaglandin E2 receptor EP2 subtype (Homo sapiens), P43116 | inhibition, % at 25 µM | 0.52% of 260,000 active | C6 glioma cells expressing human EP2; cells stimulated with saturating PGE2 | AID 1422, 2008;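 active = percent inhibition above 40 after rounding to a whole number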;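 also: rat C6 glioma host cells with rolipram phosphodiesterase inhibitor present; the protocol text gives 20 µM as final concentration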
Runt-CBFb FRET: inhibitors of RUNX1 Runt–CBFb binding, primary screen, biochemical, FRET, Cerulean-Runt, Venus-CBFb, uHTS | Runt-related transcription factor 1 (Homo sapiens) + Core-binding factor subunit beta … | Cerulean-Runt/Venus-CBFb FRET ratio 530/480, 1 h | inhibition, % at 20 µM | 0.46% of 220,000 active | AID 1496, 2009;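 active = inhibition over about 50% at 20 µM in the single-dose screen, limit read from the data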;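 also: 0% = DMSO wells and 100% = excess unlabeled CBFb competitor control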
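Doses: 20 µM compound in 1% DMSO | Material: Cerulean-labeled Runt domain protein | Amount: Each fluorescent fusion protein 100 nM | Schedule: Two 1 h room-temperature incubations shielded from light | Measured by: FRET fluorescence | Evaluation: Loss of energy transfer signal | Controls: Unlabeled CBFb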
TNF necrop inh: inhibitors of TNF-alpha triggered necroptosis, primary screen, cell-based, Jurkat FADD-/-, single concentration. activation (protection from cell death), % at 10 µM. 0.068% of 220,000 active. Jurkat FADD-/- TNF necroptosis rescue, ATP luminescence, 24 h; 0 = TNF only, 100 = no-TNF cells;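 active = activation, meaning protection from cell death, of at least 50% relative to plate controls; inactive = activation below 50%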;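 also: necroptosis triggered by 40 ng/mL TNF-alpha added together with compound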
PERK inhibitor: block of dimerizer-induced PERK translation repression, primary screen, PERK inhibitor project, CHO PERK-DD cells, SEAP luminescence, HTS. 0.17% of 220,000 active. AID 1416, 2008. CHO PERK-DD fusion, SEAP luminescence translation reporter. inhibition, % at 5.6 µM;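 active = inhibition above the mean inhibition of all tested compounds plus 3 SD, set separately per screening campaign, cut at about 2.9% in these data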;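 also: PERK kinase domain activated by AP20187 dimerizer at 100 nM; 0% = DMSO with dimerizer and 100% = rapamycin at 8.4 µM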
Target sequence (Q9NZJ5 whole entry, looked up, the tested form may be a part): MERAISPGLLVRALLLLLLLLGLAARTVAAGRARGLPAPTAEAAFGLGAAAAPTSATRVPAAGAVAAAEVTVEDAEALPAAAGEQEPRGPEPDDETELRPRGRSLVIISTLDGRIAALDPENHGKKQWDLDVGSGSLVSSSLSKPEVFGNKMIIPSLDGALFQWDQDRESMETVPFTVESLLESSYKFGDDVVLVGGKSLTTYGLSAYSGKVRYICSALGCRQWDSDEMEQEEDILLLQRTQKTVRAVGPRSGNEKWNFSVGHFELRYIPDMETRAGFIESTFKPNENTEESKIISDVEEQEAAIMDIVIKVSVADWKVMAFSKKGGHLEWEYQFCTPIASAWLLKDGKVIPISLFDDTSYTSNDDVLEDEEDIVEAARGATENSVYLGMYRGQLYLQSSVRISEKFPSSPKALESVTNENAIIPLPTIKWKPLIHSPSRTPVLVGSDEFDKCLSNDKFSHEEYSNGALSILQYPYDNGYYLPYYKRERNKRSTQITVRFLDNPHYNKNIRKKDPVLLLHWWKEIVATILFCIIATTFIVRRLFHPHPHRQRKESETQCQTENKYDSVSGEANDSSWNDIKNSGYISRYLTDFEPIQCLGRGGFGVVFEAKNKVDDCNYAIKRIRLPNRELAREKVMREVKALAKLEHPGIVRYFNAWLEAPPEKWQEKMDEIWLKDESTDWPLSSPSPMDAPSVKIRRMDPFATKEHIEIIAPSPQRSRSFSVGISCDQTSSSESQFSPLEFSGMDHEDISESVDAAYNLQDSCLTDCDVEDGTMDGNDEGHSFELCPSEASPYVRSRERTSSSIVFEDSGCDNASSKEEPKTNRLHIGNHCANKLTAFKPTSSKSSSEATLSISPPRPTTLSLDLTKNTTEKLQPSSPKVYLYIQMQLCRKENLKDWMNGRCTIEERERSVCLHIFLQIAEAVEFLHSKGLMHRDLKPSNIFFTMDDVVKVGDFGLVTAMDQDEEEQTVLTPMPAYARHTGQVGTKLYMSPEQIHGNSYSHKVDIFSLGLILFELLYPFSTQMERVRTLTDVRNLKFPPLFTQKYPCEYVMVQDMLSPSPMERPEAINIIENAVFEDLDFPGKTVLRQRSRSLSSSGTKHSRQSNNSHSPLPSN
Hck-Nef inh: inhibitors of Nef-activated human Hck kinase, primary screen, biochemical, Z-Lyte FRET, 384-well, Hck-YEEI. AID 463187, 2010. inhibition, % at 20 µM. 0.68% of 220,000 active. Recombinant Hck-YEEI plus Nef, Z-Lyte FRET kinase assay;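 active = Hck-Nef kinase inhibition above about 50%, limit read from the data; inactive = inhibition below that limit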;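 also: 0% = DMSO with Hck plus Nef and 100% = Hck alone without Nef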
RBBP9 inhibitor: human RBBP9 inhibitors, primary screen, biochemical, fluorescence polarization, FP-Rh probe, HTS; Serine hydrolase RBBP9 (Homo sapiens), O75884; recombinant RBBP9; inhibition, % at 7.94 µM; 0.2% of 220,000 active; AID 1515, 2009;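 active = inhibition above the campaign mean of all tested compounds plus 3 SD, cut at about 14% in these data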;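 also: plate controls were DMSO wells with RBBP9 for no effect and wells lacking RBBP9 protein for full effect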
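Test system – recombinant human RBBP9 · Input – RBBP9 2.5 µM in dispensing solution, pre-mixing · Medium – Tris buffer pH 8.0, NaCl, Pluronic · Schedule – preincubation 30 min plus labeling 45 min at 25 °C · Measured by – fluorescence polarization · Measure – % inhibition · Controls – DMSO and no-protein wells · Replicates – one well per compound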
Runt-SMMHC FRET: inhibitors of RUNX1 Runt–CBFb-SMMHC binding, primary screen, biochemical, FRET, Cerulean-Runt, Venus-CBFb-SMMHC, uHTS; Runt-related transcription factor 1 (Homo sapiens) + Core-binding factor subunit beta …; Cerulean-Runt/Venus-CBFb-SMMHC FRET ratio 530/480, 1 h; inhibition, % at 20 µM; 0.74% of 220,000 active; AID 1434, 2008;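 active = mean inhibition across duplicate retests at 20 µM reaching about 50%, limit read from the data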;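 also: 0% = DMSO wells and 100% = wells with excess untagged CBFb-SMMHC; inhibitors lower the FRET ratio by blocking Runt binding to CBFb-SMMHC; some results filed as inactive read as strong as hits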
EP2 modulator: EP2 receptor modulators, cAMP readout, primary screen, cell-based, HTRF cAMP, PGE2 stimulation; Prostaglandin E2 receptor EP2 subtype (Homo sapiens), P43116; EP2-expressing cells, cAMP HTRF FRET, PGE2 co-stimulation; induction, % at 25 µM; 0.83% of 260,000 active; AID 940, 2007;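 active = compounds whose cAMP rise, as percent of the full-agonist control response, exceeds 60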;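 also: rat C6 glioma line stably carrying human EP2 under a CMV promoter; the protocol text gives 20 µM as final concentration; 100% = response of wells given 1 µM PGE2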
zVAD death inh: inhibitors of zVAD-triggered necroptosis, primary screen, L929 cells. 0.38% of 220,000 active. viability rescue, % at 10 µM. L929 zVAD necroptosis rescue, ATP luminescence, 24 h; with zVAD 60 µM;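 active = activation, scaled between plate controls, above about 75%, limit read from the data; inactive = activation under that limit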;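 also: 0% = zVAD with DMSO and 100% = DMSO alone without zVAD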
An asterisk follows results filed as active; x = not tested or not shown; & = joins results of further samples. An excerpt; the hit share may differ from the screen's.

Order of results – Runt-SMMHC FRET	RBBP9 inhibitor	Runt-CBFb FRET	TNF necrop inh	PERK inhibitor	PGE2 EP2 inh	zVAD death inh	EP2 modulator	Hck-Nef inh
COc1ccc(Cc2nnc(NS(C)(=O)=O)s2)cc1
    -2	-3	2	0.6	2.1	6	-0.4	-10	-2
O=C1CCS/C(=N\N=C\c2ccc(Cl)cc2Cl)N1
    -4	4	1	-2.7	1.2	12	0.5	-12	19
Cn1cnnc1SCC(=O)NCc1ccccc1
    3	3	1	-0.9	0.1	3	0.2	20	-6
C=CCn1c(SCC(=O)NC2CCS(=O)(=O)C2)nc2sc(CC)cc2c1=O (stereo not given)
    -5	0	1	0.3	-0.4	10	-1.0	-12	1
O=C(CCn1nc(-c2ccc(Cl)cc2)c2ccccc2c1=O)NCC1CCCO1 (stereo not given)
    -3	0	2	-4.6	-1.3	15	1.6	0	-21
Cc1nn(C)cc1/C=C/C(=O)c1ccc(O)cc1
    -7	2	-2	3.0	1.0	6	69	-6	14
COc1ccc(C(=O)Nc2c(C)ccc3nsnc23)cc1[N+](=O)[O-]
    1	-8	0	-0.1	-0.5	7	0.7	-5	0
COc1ccccc1N1CCN(C(=O)c2cc(-c3ccco3)on2)CC1
    -2	-6	-2	-0.1	0.8	9	1.6	-16	19
CCOC(=O)C1=C(C)OC(N)=C(C#N)C1c1ccc(OC)c(C)c1OC (stereo not given)
    -2	-4	3	-3.4	0.9	3	-0.4	44	1
CCC1CCCCN1c1nc(-c2ccncc2)nc2ccccc12 (stereo not given)
    -1	-6	0	-3.4	-2.1	7	0.7	47	6
C/C(CC(=O)N1CCN(C=O)CC1)=N\NC(=O)c1ccc([N+](=O)[O-])cc1
    x	1	x	0.1	1.7	9	4.7	-14	23
CCOc1c(Br)ccc2c1sc1nc[nH]c(=O)c12
    2	4	0	-0.6	1.9	26	0.5	-8	2
Cc1cc(C)nc(CCNC(=O)c2cc(COc3ccc(F)cc3Cl)on2)n1
    -4	-7	-1	0.4	-0.4	10	5.3	-43	14
C=C(C)C1CC=C(CN2CCC(O)CC2)CC1 (stereo not given)
    3	5	1	1.2	0.4	5	0.3	7	0
COCCNC(=S)N1CCc2cc(OC)c(OC)cc2C1COc1ccc(C(C)C)cc1 (stereo not given)
    -5	-7	-13	5.0	0.1	6	2.0	24	0
C=CCn1c(Sc2nnc(C)s2)nc2c1c(=O)[nH]c(=O)n2C
    3	5	-2	-1.4	-0.4	0&7	-0.2	25&5	2
CC1(C)Cc2nc3sc4c(N(CCO)CCO)nnnc4c3cc2CO1
    0	-5	2	-0.5	0.2	18	8.7	-24	28
COC(=O)CSc1nnc(-c2ccccn2)n1Cc1ccco1
    0	-6	3	-1.4	0.8	x	-0.4	1	0
N#C/C(=C/c1cn(-c2ccccc2)nc1-c1cccc(S(=O)(=O)N2CCOCC2)c1)C(=O)NCc1ccco1
    -10	-2	-2	1.5	0.9	4	0.2	-4	1
CC1(C)Cc2ccccc2-c2c1c(=O)n(Cc1ccccc1)c1nnnn21
    2	-12	3	-1.7	-0.1	13	-0.1	56	0
COC(=O)c1ccc(S(=O)(=O)N2CCCCCC2)n1C
    -3	7	2	7.0	-0.7	7	0.7	6	2
CC(C)COC(=O)C(C#N)c1nc2ccccc2nc1N1CCN(Cc2ccc3c(c2)OCO3)CC1 (stereo not given)
    5	-4	14	-0.8	-0.3	5	0.4	1	5
COc1ccc(NC2CC(=O)N(c3cc([N+](=O)[O-])ccc3C)C2=O)cc1 (stereo not given)
    -1	-3	1	-0.1	1.1	6	3.6	-18	17
CC(=O)Nc1ccc2nc(C)n(Cc3ccc(Cl)cc3)c(=O)c2c1
    -7	-2	-1	2.7	-1.5	25	0.7	4	9
Cc1cc(C(=O)CSc2n[nH]c(N)n2)c(C)n1-c1ccc2c(c1)OCO2
    -6	-3	4	-0.8	0.7	13	0.2	-24	7
Cc1csc(NC(=O)c2ccc(C)o2)n1
    0	-6	-2	2.1	-0.6	3	1.6	-6	0
CC(C)n1nc(C(=O)N2CCN(S(=O)(=O)c3cccs3)CC2)c2ccccc2c1=O
    -8	-11	2	1.3	-2.7	5	-0.7	-23	22
CCOC(=O)CC1C(=O)NCCN1C(=O)Nc1ccc(Cl)cc1 (stereo not given)
    5	5	0	0.4	0.9	10	0.6	15	0
CCCCc1nc2ccccc2n2cc3c(=O)n(C)c(=O)n(C)c3c12
    x	-1	x	0.3	0.5	x	-0.1	x	21
Cc1c(O)ccc(C(=O)CN2CCN(Cc3ccc4c(c3)OCO4)CC2)c1O
    -130	68*	1	2.2	0.1	10	0.0	-23	2
Cc1ccccc1S(=O)(=O)Cc1ccc(C(=O)N2CCN(c3ncccn3)CC2)o1
    0	-6	3	-2.5	-0.9	11	0.1	-18	3
CCCCCC(=O)NNC(=O)c1ccc(-c2ccccc2)cc1
    4	-8	2	-1.5	0.4	12	-0.4	-7	1
O=C(Nc1nnc(-c2ccccc2Cl)o1)c1ccco1
    1	-1	-2	-2.3	0.7	8	-0.3	-4	-1
Cc1ccc2[nH]c(=O)c(CN(Cc3cccs3)S(=O)(=O)c3ccc4c(c3)OCCO4)cc2c1
    4	-7	0	0.3	0.1	22&16	1.4	-122&-11	2
Cc1cc(C)c2c(N)c(C(=O)N3CCCCCC3)sc2n1
    -1	1	2	-0.9	-0.1	7&10	0.3	3&-11	0
CCOC(=O)c1[nH]c(C)c(C(=O)Nc2ccccc2C)c1C
    0	-1	1	-9.8	0.1	8	0.2	-6	-6
CCC/C(O)=C1\C(=O)CCCC1=NCCc1ccc(OCC)c(OCC)c1
    1	-6	-5	0.5	1.2	5	-1.1	24	19
CS(=O)(=O)N1CCN(c2ccc(NC(=S)NC(=O)c3cccs3)cc2)CC1
    -2	4	5	0.2	1.2	4	1.4	-27	10
O=C(CNC(=O)C1CCCCC1)Nc1cc(Cl)ccc1Cl
    -1	-7	-3	2.4	-0.1	3	0.8	14	-1
O=C(Nc1ccccc1C(F)(F)F)c1cc(-c2ccccc2O)on1
    -2	-3	1	-0.3	0.9	6	0.3	-2	1
CC(=O)Nc1ccc(-c2csc(Nc3cccc(C)n3)n2)cc1
    -1	-4	-1	-0.9	-0.5	13&4	0.9	-32&-74	19
CS(=O)(=O)N1CCN(C2CCN(Cc3ccccc3)CC2)CC1
    -3	-1	-1	-0.6	0.3	x	0.1	2	1
CN(C)C(=O)COC(=O)[C@H](Cc1ccccc1)NC(=O)c1ccco1
    -6	2	1	-1.6	-0.5	6	-0.8	31	7
CN(C(=S)NC(=O)/C=C/c1ccc(F)cc1)C1CCCCC1
    3	3	0	4.6	-0.6	4	x	10	-3
Cc1cc(C)c2c(c1)/C(=N\N=c1\sc3ccccc3n1C)C(=O)N2
    -14	0	-11	-7.7	0.1	3	0.9	-11	51*
COc1ccc(CC(=O)Nc2nnc(C(C)C)s2)cc1OC
    x	-4	x	-0.5	0.7	7	3.0	-5	20
CCOC(=O)N/N=C\c1ccc([N+](=O)[O-])o1
    28	-2	x	-0.8	1.8	8	0.7	14	0
Cc1cccc2sc(NNC(=O)c3ccc(S(=O)(=O)N4CCCC(C)C4)cc3)nc12 (stereo not given)
    22	-6	40	-17	-0.4	4	x	-37	-3
Cc1cc(C)nc(Nc2ncc(O)n2-c2ccccc2)n1
    -4	-5	1	-0.4	0.2	2	0.1	13	0
COc1ccc(-n2c(SCC(=O)N/N=C(\C)c3cccnc3)nc3ccccc3c2=O)cc1
    1	-11	-3	3.0	-0.9	7	0.1	-18	27
C/C(N)=C(/C#N)C(=O)CSc1nnc(NC(C)C)s1
    -3	-2	0	0.1	1.2	15	1.1	21	2
O=C(NCc1cccs1)C1CCC(CNS(=O)(=O)c2cccs2)CC1 (stereo not given)
    2	-2	-2	1.5	0.3	16	1.1	-27	0
Cc1ccccc1N1CCN(C(=O)c2ccccc2NC(=O)/C=C\C(=O)O)CC1
    0	6	0	-1.0	0.2	13	0.1	16	0
COc1ccccc1CNCc1cc(OC)c(OC)c(OC)c1
    -1	-7	1	1.3	-0.1	3	-1.2	-7	10
CCOc1ccc2nc(NCCNC(=S)NCCCN(C)C)c(C#N)cc2c1
    92*	4	19	2.3	3.0*	6	5.5	-47	-33
COc1ccc(CNC(=O)CNS(=O)(=O)c2ccc(Cl)cc2)cc1
    -3	-6	0	2.6	1.0	10	0.0	-4	2
C=CCN(C(=O)CCC(=O)O)C1CC(=O)N(c2ccc(OCCC)cc2)C1=O (stereo not given)
    -1	-9	2	1.1	-0.4	14	0.6	20	-8
O=C(O)CCCN1C(=O)C(=O)/C(=C(/O)c2ccccc2)C1/C=C/c1ccccc1 (stereo not given)
    -1	-7	0	0.6	0.5	6	1.1	6	24
CC(=O)CSc1ccc(-c2nc3cc(C)c(C)cc3[nH]2)cn1
    x	-1	x	3.8	-0.2	9	3.0	-43	24
Cn1cnnc1SCC(=O)c1ccc2c(c1)CCCC2
    -2	3	-1	3.6	0.2	6	1.9	17	5

Additional compounds.
Order of results – Runt-SMMHC FRET	RBBP9 inhibitor	Runt-CBFb FRET	TNF necrop inh	PERK inhibitor	PGE2 EP2 inh	zVAD death inh	EP2 modulator	Hck-Nef inh
CCC1Oc2ccc(C)cc2N(CC(=O)NCCN2C(C)CCCC2C)C1=O (stereo not given)
    -2	11	1	2.4	-0.2	14	-0.9	-18	-4
CCC1CCCCN1CCCNC(=O)c1cn(CC(C)C)c(=O)c2cc(OC)c(OC)cc12 (stereo not given)
    -4	2	0	-1.1	0.2	13	-0.3	14	2
O/N=C1\CCCc2c1nc(-c1ccccc1F)n2O
    2	-5	2	1.1	0.0	8	-0.3	26	-4
CC1=C(C(N)=O)C(c2ccccc2F)NC(=O)N1 (stereo not given)
    -9	8	0	-0.3	0.2	11	0.4	-3	2
O=C(COc1ccc(Cl)cc1)N1CCCCC1
    -2	-3	0	3.1	-0.2	12	0.7	22	1
